From PubChem
aDG glyco act = increases alpha dystroglycan glycosylation; hit rate 0.22% among 360,000; Pro5-aDG cells, alpha-DG glycosylation AlphaScreen (IIH6); 0% Pro5, 100% B10-LARGE cell signal; AID 624168; activation, % at 10 µM;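 active means activation of at least 8% versus controls, or a plate z-score of at least 8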;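 further: Pro5 are CHO cells carrying HIG-tagged alpha-DG that lacks glycosylation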
N-glyco inh = N-linked glycosylation inhibition; D54 ERlucT glycosylation luciferase reporter, 24 h; percent of 100 nM tunicamycin response; AID 588692; reporter increase, % at 12.5 µM; hit rate 0.23% among 360,000;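 active means mean luciferase reporter signal, scaled so untreated is 0 and the glycosylation-blocking control 100, at or above a set limit in every replicate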;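 further: luciferase carries N-glycosylation sites so blocking glycosylation raises the light; 0% = median of neutral control wells and 100% = median of 100 nM tunicamycin wells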
m5-HT2A agonist = activates the mouse 5-HT2A serotonin receptor. P35363. CHO-K1 mHTR2A beta-arrestin complementation, luminescence; percent of 30 µM serotonin response. activation, % at 7.6 µM. hit rate 0.66% among 360,000;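 active means activation above a run cutoff, the mean activation of all tested compounds plus 3 SD, cut at about 14% in these data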;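 further: 0% = plate median of compound wells and 100% = 30 µM serotonin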
Target sequence (P35363 whole entry, looked up): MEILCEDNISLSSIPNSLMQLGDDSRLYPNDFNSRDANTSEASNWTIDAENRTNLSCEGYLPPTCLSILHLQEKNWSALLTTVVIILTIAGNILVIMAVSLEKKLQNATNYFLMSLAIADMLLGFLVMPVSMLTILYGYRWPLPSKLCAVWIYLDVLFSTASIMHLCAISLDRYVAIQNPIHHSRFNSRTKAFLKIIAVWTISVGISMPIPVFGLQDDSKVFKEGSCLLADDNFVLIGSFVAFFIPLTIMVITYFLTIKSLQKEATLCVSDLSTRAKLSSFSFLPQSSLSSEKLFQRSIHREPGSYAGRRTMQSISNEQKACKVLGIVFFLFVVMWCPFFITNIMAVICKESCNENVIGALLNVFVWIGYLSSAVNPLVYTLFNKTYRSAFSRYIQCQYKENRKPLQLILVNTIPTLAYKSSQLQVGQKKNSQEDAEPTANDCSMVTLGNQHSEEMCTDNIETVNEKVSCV
ABCB6 inh MLPCN = inhibitors of human ABC transporter ABCB6 | Q9NP58 | K562-ABCB6 porphyrin accumulation, flow cytometry, 1 h; stronger effect = lower value | fluorescence ratio to DMSO, % at 10 µM | hit rate 0.19% among 360,000 | AID 602162;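 active means fluorescence ratio to DMSO below 75%, the collection mean minus 3 SD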;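 further: signal is porphyrin accumulated inside mitochondria; 100% equals median channel fluorescence of DMSO control wells; lower ratio means ABCB6 inhibition with less porphyrin fluorescence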
Vif imaging = inhibitors of HIV Vif; inhibition, % at 7.49 µM; AID 602346; HEK293T cells, Vif self-association by quenched fluorescence, imaging, 24 h; hit rate 0.35% among 340,000; in the data active means inhibition above about 50%, passing the limit was not always enough; further: some results filed as inactive read as strong as hits
H9c2 protect = myocardial damage modulation in H9c2 cells; H9c2 cardiomyocytes, H2O2 injury protection, ATPLite, 2 h; protection from H2O2 cell death, % at 20 µM; AID 588492; hit rate 0.63% among 360,000;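 active means compounds giving at least 50% protection of heart cells from peroxide-induced death in the single-dose screen, raw or plate-pattern-corrected value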;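 further: 0% = DMSO wells with peroxide and 100% = DMSO wells without peroxide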
CaV13 FRET inh = Disruptors of the CACNA1D IQ motif to Ca2+-dependent inactivation inhibitor domain association, primary screening, Förster resonance energy transfer in intact living …. hit rate 0.098% among 340,000. HEK cells, CFP/YFP FRET ICDI-IQ, plate reader, 10 min; percent FRET-ratio fall versus neutral wells. inhibition, % at 12.3 µM;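 active means mean replicate inhibition of at least 30% and at least 1% of replicates passing that level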;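 further: 0% = median of the neutral control wells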
hiPSC survival = hiPSC single-cell survival enhancement; ATPlite luminescence; 100% = ROCK inhibitor wells, 0% = DMSO; survival enhancement, % at 20 µM; hit rate 0.044% among 360,000; AID 602274; in the data active means survival enhancement above about 18%;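 further: cells exposed to compounds for 16 hours before the ATP read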
PDI inh = blocks human protein disulfide isomerase activity | PDI insulin aggregation turbidity, A650, 90 min | inhibition, % at 10 µM | hit rate 0.052% among 350,000 | AID 588391;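 active means mean inhibition across replicates of 30% or more, whatever share of single replicates reach that level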;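 further: absorbance from insulin aggregation driven by PDI reduction with DTT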
Target sequence (P07237 whole entry, looked up): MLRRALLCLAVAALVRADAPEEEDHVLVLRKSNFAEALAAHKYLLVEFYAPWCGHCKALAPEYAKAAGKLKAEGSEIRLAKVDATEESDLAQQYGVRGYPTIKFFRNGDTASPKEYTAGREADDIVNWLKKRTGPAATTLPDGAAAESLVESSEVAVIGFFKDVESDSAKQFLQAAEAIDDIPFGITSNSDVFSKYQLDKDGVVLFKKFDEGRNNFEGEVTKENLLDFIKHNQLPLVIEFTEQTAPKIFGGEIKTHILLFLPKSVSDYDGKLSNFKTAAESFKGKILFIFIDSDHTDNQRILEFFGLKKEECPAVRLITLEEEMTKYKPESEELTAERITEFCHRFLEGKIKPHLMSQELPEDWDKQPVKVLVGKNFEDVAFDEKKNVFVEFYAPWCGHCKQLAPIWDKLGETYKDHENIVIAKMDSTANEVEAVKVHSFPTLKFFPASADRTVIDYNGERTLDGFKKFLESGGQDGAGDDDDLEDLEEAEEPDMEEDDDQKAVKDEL
Granule exo inh = blocks lytic granule exocytosis | TALL-104 LAMP-1 surface exposure, flow cytometry; cells stimulated with thapsigargin and PMA | inhibition, % at 10 µM | hit rate 0.66% among 360,000 | AID 651702;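 active means inhibition above about 55%, limit read from the data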
* = called active by the depositor; / = no result given.

The line under a structure holds: aDG glyco act	N-glyco inh	m5-HT2A agonist	ABCB6 inh MLPCN	Vif imaging	H9c2 protect	CaV13 FRET inh	hiPSC survival	PDI inh	Granule exo inh
O=c1cc(-c2ccc(O)cc2)oc2c(C3O[C@H](CO)[C@@H](O)[C@H](O)[C@H]3O)c(O)cc(O)c12 (some centres not stated)
    -0.2	4	1	95	-2	2	-5	-0.3	0	-2
N/C(Cc1ccccc1)=N\OC(=O)c1cccc2ccccc12
    0.7	8	0	101	-1	-12	-5	0.9	0	-1
N#Cc1nc(COc2ccccc2)oc1N1CCOCC1
    -0.1	0	-4	92	8	10	-5	8.1	0	-2
Cc1ccc(CNC(=O)[C@H]2C[C@@H]2[C@H](NP(=O)(c2ccccc2)c2ccccc2)c2ccccc2)o1
    0.2	-1	2	103	0	2	-5	5.7	-4	-3
Cc1cc(C)nc(N2CCCC(C(=O)NC(C)CCc3ccco3)C2)n1 (configuration not stated)
    0.0	-1	-5	93	-7	17	-9	3.7	-1	2
COc1ccc2[nH]c(=O)c(CN(C(=O)c3ccccn3)C3CCCCC3)cc2c1
    0.0	3	1	95	-4	14	-5	3.2	2	-2
COc1ccc(COC(=O)NC2CCN(S(=O)(=O)c3ccc(OC)cc3)CC2)cc1
    0.2	-7	2	95	-11	-9	/	2.9	-2	6
C=CCNC(=O)c1c(Br)cnn1-c1ccc(C)cc1
    -0.3	-3	-1	98	1	-2	-7	-1.1	1	-3
CSc1nsc(SCc2ccc(Cl)cc2)n1
    -0.3	0	0	89	6	-5	-8	-2.8	-2	1
COc1ccc(S(=O)(=O)N2CCC3(CC2)OCCN3S(=O)(=O)c2cccs2)cc1OC
    -0.2	1	-4	94	/	-8	-5	-0.4	1	0
COC(=O)c1cc(NC(=O)CC2CCCC2)cc(C(=O)OC)c1
    0.2	0	-1	96	6	-3	-3	-0.2	-57	1
COc1cccc(-c2nc(NCCN3CCOCC3)c3ccccc3n2)c1O
    -0.6	14	4	91	6	50	-6	-1.4	-13	-1
COC(=O)c1ccccc1NS(=O)(=O)c1cn(C)c(=O)n(C)c1=O
    -0.1	-2	-6	95	-6	25	-3	-1.0	/	7
CN(C)Cc1c(C(=O)N/N=C/c2ccoc2)nnn1-c1nonc1N
    -0.1	6	3	103	-3	-3	-4	-0.4	-4	4
O=C(O)C1CC(=O)N(Cc2ccccc2)C1 (configuration not stated)
    -0.3	2	2	99	0	8	/	-1.9	-9	-4
COc1ccc(-c2nc(NC(=O)CSCCO)sc2C)cc1
    0.2	-1	-3	96	-8	-6	-2	0.5	2	0
C=CCN1c2ccccc2[C@]23C[C@@H](C(=O)OC)N(C(=O)C4CCC4)C2=NC(C(=O)OC)=C(C(=O)OC)[C@H]13
    0.1	4	0	92	-3	-7	-3	-1.0	-2	16
Cn1ccc2c(-c3ccc4c(c3)OCCO4)cc3c(c21)C1CCC3O1 (configuration not stated)
    -0.3	6	-5	100	/	-3	-11	0.5	/	-2
N#Cc1cnn(-c2ccc(F)cc2)c1N
    0.0	-2	12	101	-1	-4	-5	-1.0	-4	15
COc1ccc(-c2ccncc2)cc1OC
    0.2	3	4	96	-3	3	-10	-1.7	4	-1
COCCNC(=O)C(C#N)c1nc2ccccc2nc1N1CCCCCC1 (configuration not stated)
    -0.4	0	3	106	8	7	-5	4.0	-2	-3
C=CCn1c(COc2ccc(F)cc2)nnc1SC(C)C(=O)NCC1CCCO1 (configuration not stated)
    0.0	2	-2	103	24	-6	-3	0.2	-4	-2
O=C(CCn1nnc(-c2cccs2)n1)NC1CCCCC1
    0.0	-1	9	92	6	0	-7	-1.9	1	0
CC(=O)/C(N=Nc1ccc(-n2ccc(C(F)(F)F)n2)cc1)=C(\C)O
    -0.2	0	-1	106	-10	5	-4	-0.3	-2	2
CCN1C(=O)C(=O)N(CC(=O)N(C)CC(=O)Nc2ccccc2C(F)(F)F)C1=O
    -0.1	1	-2	96	-2	6	-6	-0.5	-2	-5
CC(O)C(NS(=O)(=O)c1ccc(Cl)cc1)C(=O)OCC(=O)Nc1cccnc1Cl (configuration not stated)
    -0.1	3	1	99	1	3	-2	-0.9	-16	-2
CCn1c(SCC(=O)c2ccc(OC)cc2)nnc1C(C)NC(=O)c1ccc(OC)cc1 (configuration not stated)
    0.2	1	-4	106	-3	-6	-6	3.7	8	1
Cc1cccc(C(=O)OCC(=O)c2ccc3c(c2)OCO3)c1O
    -0.1	-7	-7	95	/	-12	/	-0.2	-7	-1
Cc1ccc(Cl)c2sc(NC(=O)C3CC3)nc12
    -0.3	1	2	95	7	-4	-2	-1.7	/	0
O=C(NCc1nnc(SCC(=O)N2CCCc3ccccc32)o1)c1ccccc1F
    0.3	-1	-1	100	-1	-4	-2	0.9	7	6

(more compounds)
The line under a structure holds: aDG glyco act	N-glyco inh	m5-HT2A agonist	ABCB6 inh MLPCN	Vif imaging	H9c2 protect	CaV13 FRET inh	hiPSC survival	PDI inh	Granule exo inh
COC(=O)C(NS(=O)(=O)c1ccccc1Br)C(C)C (configuration not stated)
    0.0	3	2	102	0	-2	-10	-1.1	-6	43
Cc1ccc(S(=O)(=O)CCc2nnc(N)s2)cc1C
    -0.2	3	0	101	2	1	-5	2.0	2	3
Clc1ccc(-c2nnc3sc(-c4ccc(Br)o4)nn23)c(Cl)c1
    -0.6	-2	10	140	5	-9	/	3.6	-1	-2
O=S(=O)(/N=C(\c1ccccc1)N1CCOCC1)c1cccs1
    0.3	1	4	97	25	-5	-5	-1.3	-2	8
O=C(Nc1nc2cc3c(cc2s1)OCO3)c1cccc(N2C(=O)CCC2=O)c1
    -0.1	1	7	91	2	-9	-3	-1.0	14	-1
CC(C)COP(=O)(OCC(C)C)C(O)c1ccc(N(C)C)cc1 (configuration not stated)
    0.1	1	5	94	3	-2	-1	0.9	-2	0
O=C(CCNS(=O)(=O)c1ccccc1)NCCSc1ccc(Br)cc1
    0.0	2	-3	93	-9	0	-3	0.3	-9	1
CCN(CC)C(=O)Cn1c(=O)n(-c2ccccc2)c(=O)n1CC(=O)N(CC)CC
    0.0	-1	-2	99	9	5	-11	-2.5	-14	-4
CCOc1ccc(N2CC(O)=C(c3nc4ccccc4c(=O)[nH]3)C2=N)cc1
    0.1	1	-1	104	2	6	-23	0.5	-8	1
CC(c1cccs1)N(Cc1ccco1)C(=O)Nc1ccc(Cl)c(Cl)c1 (configuration not stated)
    0.3	-5	-7	97	-9	-9	-6	-1.3	9	3
CC(C)(C)c1ccc(C(=O)N2CCN(c3ccc(N4CCOCC4)nn3)CC2)cc1
    0.3	-1	1	103	21	2	-5	-0.5	1	2
CS(=O)(=O)Nc1cccc(C(=O)OCCCOc2ccc(F)cc2)c1
    -0.1	0	0	110	-2	-4	-4	-0.5	6	-2
COc1cccc(Nc2nc(-c3ccc4c(c3)OCCO4)cs2)c1
    -0.1	0	5	115	1	-28	/	-0.6	-1	8
O=C(NC1CCCCCCC1)c1c(Cl)cccc1Cl
    -0.1	-2	-2	101	-7	-1	-2	-0.5	8	-8
CCCCCc1ccc(-c2cn(CCc3c[nH]c4ccccc34)nn2)cc1
    0.3	-2	-2	100	-4	-6	-4	-0.6	-2	-4
CC1CCCCN1C(=O)Nc1cccc(C(F)(F)F)c1 (configuration not stated)
    0.7	0	4	95	2	0	4	-1.0	-6	-3
O=C(O)c1ccc(CCCc2ccccc2)cc1
    0.1	0	10	93	-12	-1	-9	1.9	5	-1
Cc1ccc(NC(=O)CCN2C(=O)c3ccccc3S2(=O)=O)cc1F
    0.1	4	-4	99	0	-2	-6	-0.5	-3	-5
CN1CCN(C(=O)C2=C[C@@H](C3CCCCC3)C[C@@H](OCc3ccc(CO)cc3)O2)CC1
    -0.4	-2	-9	100	10	2	-3	-2.2	-3	-7
OC[C@H]1O[C@@H](c2nc(-c3cccc4ccccc34)no2)[C@H](O)[C@@H]1O
    -0.5	4	-2	104	-1	-2	-6	-1.3	0	0
CCOC(=O)[C@@H]1[C@H]2COc3ccc(Br)cc3[C@@H]2N2C(=O)N(c3ccc(OC)cc3)C(=O)[C@@]12C
    0.1	2	-1	99	-8	3	-6	4.7	-3	-10
CN(C)/C=C1\C(=O)NN=C1C(F)(F)F
    -0.4	2	7	98	9	1	1	1.3	-3	-4
C/C(CC(=O)Nc1cccc2c1CCCC2)=N\NC(=O)Cc1ccccc1
    0.0	1	-1	94	5	0	1	0.7	8	-11
O=C(CN1CCCC1)N1CCN(c2ccccc2)CC1
    0.2	1	0	102	8	5	-1	-0.7	8	-2
O=C(Cn1c2ccc(F)cc2c2nc3n(c(=O)c21)CCS3)NCC1CCCO1 (configuration not stated)
    0.0	1	2	98	13	19	-7	0.0	2	2
COc1cc(/C=C(\C#N)c2ccccn2)ccc1OCc1ccccc1
    -0.6	0	-1	97	5	1	-4	-1.8	1	-2
Cc1ccc(NC(=O)CSc2ccc(Br)cc2)cc1S(=O)(=O)N1CCOCC1
    0.1	0	-1	95	-12	-4	-1	-0.5	2	-1
CC(=O)c1cccc(NC(=S)NC(=O)c2ccc(Br)cc2)c1
    -0.2	0	-2	100	-1	-9	-12	-1.7	3	-2
COc1cc(C(=O)OCC(=O)Nc2ccccc2)cc2c1OCCO2
    -0.5	2	5	82	1	0	-18	-0.3	-2	1
COc1ccc(Nc2nc(=O)c3cc([N+](=O)[O-])ccc3s2)cc1
    0.1	0	-4	99	18	-3	-4	1.6	-1	0

Following part.
The line under a structure holds: aDG glyco act	N-glyco inh	m5-HT2A agonist	ABCB6 inh MLPCN	Vif imaging	H9c2 protect	CaV13 FRET inh	hiPSC survival	PDI inh	Granule exo inh
Cc1ccc(OCCC(=O)Nc2cc(S(=O)(=O)N3CCOCC3)ccc2N2CCCC2)cc1
    0.1	-1	5	99	-8	-1	-4	-0.5	-9	0
Cc1nnc(SCC(=O)N(CC(C)C)C2CCS(=O)(=O)C2)n1N (configuration not stated)
    0.0	2	1	100	-1	-2	-2	1.4	-6	-3
CCn1c(SCc2ccc(C)cc2)nnc1-c1cnccn1
    0.1	0	1	88	5	3	-4	-0.3	-9	1
O=[N+]([O-])c1cccc(/C=N/N2CCN(Cc3ccccc3)CC2)c1
    -0.1	0	-3	106	2	-7	-3	1.3	-4	3
CCc1ccccc1NC(=O)NNC(=O)c1ccc2ccccc2c1O
    0.2	2	8	94	-9	0	/	-0.4	3	4
Cc1noc(NS(=O)(=O)c2ccc(NC(=O)c3ccccc3NS(=O)(=O)c3ccc(F)cc3)cc2)c1C
    2.2	3	-4	97	-5	0	-17	-0.2	5	-1
COc1ccc2c(c1)[C@H]1[C@H](CO2)[C@H](c2ccccc2)[C@]2(C)C(=O)N(CC3CCCO3)CC(=O)N12 (some centres not stated)
    -0.1	15	2	100	1	-1	-11	-0.1	9	-7
COc1cccc(-n2nnnc2SCC(=O)NCCc2ccc(OC)c(OC)c2)c1
    -0.1	0	0	95	-1	9	-6	-1.9	-2	-1
COc1cc([N+](=O)[O-])ccc1N
    -0.4	1	-1	102	-11	1	-4	2.4	3	1
CCn1ncc(CN2CCN(C(=O)Nc3ccccc3C(=O)OC)CC2)c1C
    -0.1	-2	6	96	21	6	-4	-2.0	-2	-1
CCOc1cccc(-c2nnc(SCC(=O)NC3CC3)n2C)c1
    0.8	0	3	99	0	-2	-5	-0.4	2	5
Cn1c(SCC(=O)c2ccc(O)cc2O)nnc1-c1ccccc1
    -0.2	3	-6	99	18	3	-3	-0.5	-3	4
